# Screening results as filed in PubChem BioAssay.
# Dicer processing = blocks human Dicer maturation of pre-miR-21 | Q9UPY3 | cat-ELCCA pre-miR-21 Dicer processing, chemiluminescence; active compounds read high | hit rate 6% among 47,000 | z-score at 25 µM; in the data active = z-score above about 3, passing the limit was not always enough;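 note: plate controls were vehicle for no effect and no enzyme for full effect; higher signal means more uncleaved substrate so more Dicer inhibition; strong numbers were not always called active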
# Target sequence (Q9UPY3 whole entry, looked up): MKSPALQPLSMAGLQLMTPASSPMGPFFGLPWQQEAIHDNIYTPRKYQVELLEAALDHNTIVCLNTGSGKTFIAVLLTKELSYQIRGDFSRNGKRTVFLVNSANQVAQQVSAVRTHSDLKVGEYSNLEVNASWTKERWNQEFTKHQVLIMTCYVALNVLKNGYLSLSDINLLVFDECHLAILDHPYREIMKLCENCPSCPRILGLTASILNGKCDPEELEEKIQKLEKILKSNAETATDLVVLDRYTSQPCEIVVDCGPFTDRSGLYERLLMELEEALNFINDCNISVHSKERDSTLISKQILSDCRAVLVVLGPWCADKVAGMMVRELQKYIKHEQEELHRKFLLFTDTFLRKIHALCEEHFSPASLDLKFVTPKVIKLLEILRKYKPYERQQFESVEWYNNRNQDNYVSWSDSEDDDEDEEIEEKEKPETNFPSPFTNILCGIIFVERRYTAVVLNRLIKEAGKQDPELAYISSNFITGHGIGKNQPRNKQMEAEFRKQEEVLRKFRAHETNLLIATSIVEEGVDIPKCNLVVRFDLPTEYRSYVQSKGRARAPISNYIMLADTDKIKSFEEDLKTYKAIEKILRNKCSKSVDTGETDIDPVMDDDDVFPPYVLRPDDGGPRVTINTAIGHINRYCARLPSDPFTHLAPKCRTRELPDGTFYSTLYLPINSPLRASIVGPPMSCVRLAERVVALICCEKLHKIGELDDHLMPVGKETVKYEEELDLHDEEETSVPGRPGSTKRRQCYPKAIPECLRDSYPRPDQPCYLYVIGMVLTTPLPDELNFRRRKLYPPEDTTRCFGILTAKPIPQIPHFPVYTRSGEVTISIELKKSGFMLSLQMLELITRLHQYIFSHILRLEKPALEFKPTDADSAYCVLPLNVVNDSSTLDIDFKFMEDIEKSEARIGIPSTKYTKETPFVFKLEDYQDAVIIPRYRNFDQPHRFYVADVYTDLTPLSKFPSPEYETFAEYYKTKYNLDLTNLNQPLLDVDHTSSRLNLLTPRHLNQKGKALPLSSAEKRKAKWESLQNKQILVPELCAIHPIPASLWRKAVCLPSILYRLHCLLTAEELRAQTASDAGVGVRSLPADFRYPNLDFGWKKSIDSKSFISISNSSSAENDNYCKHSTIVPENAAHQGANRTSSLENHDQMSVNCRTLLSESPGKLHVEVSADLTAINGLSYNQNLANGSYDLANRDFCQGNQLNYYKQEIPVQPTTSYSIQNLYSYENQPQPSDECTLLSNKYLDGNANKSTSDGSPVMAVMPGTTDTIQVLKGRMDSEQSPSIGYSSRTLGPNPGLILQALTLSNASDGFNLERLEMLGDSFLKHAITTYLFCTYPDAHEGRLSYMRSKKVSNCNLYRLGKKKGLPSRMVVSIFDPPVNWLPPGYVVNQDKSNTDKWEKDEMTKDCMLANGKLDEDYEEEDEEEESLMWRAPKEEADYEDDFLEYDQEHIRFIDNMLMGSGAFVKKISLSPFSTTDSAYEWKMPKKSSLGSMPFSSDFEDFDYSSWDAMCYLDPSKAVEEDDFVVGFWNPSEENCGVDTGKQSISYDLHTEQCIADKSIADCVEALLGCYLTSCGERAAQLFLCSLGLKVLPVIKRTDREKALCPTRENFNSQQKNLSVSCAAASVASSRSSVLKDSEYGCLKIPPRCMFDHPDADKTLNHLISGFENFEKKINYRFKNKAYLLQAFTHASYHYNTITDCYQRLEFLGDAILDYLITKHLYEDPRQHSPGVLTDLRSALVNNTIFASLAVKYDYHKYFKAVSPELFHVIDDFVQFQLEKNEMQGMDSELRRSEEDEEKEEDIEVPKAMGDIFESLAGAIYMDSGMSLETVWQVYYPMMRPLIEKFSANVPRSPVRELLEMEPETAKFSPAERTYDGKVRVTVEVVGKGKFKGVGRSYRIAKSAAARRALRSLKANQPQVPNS
# The depositor's hits bear a star; & = joins results of further samples. A portion of the library, so the mix of outcomes need not match the whole.
SMILES	Dicer processing
CCOC(=O)CCC(=O)Nc1sc2c(c1C(=O)OCC)CCCC2	1.54
Cc1ccc(S(=O)(=O)NC(C)c2ccccc2)cc1-c1nnc2c3ccccc3c(C)nn12 (stereo not given)	0.34
CCCCCCCCSc1nnc(/N=C/N(C)C)s1	0.32
O=C(O)CCCCCCN=C1NC(=O)CS1	-1.07
O=C1CC(c2ccccc2)CC(=O)N1c1ccc(Oc2ccc(Cl)cc2)cc1	-0.44
Cc1ccc2nc(-c3cccc(S(=O)(=O)N(C)C)c3)cn2c1	-0.88
O=c1[nH]nc(-c2cc(Cl)cc(Cl)c2)c2ccccc12	0.38
Cc1ccc(C)c(C(=O)/C=C/C(=O)O)c1	1.71
O=C(Nc1nnc(CCSc2ccc3ccccc3c2)s1)c1ccco1	1.01
CC(=O)Oc1ccccc1C(=O)Oc1ccccc1C(=O)O	-0.54
O=c1c2cc(-n3cccc3)ccc2oc2ncccc12	-8.27
O=C(O)CSc1nc(-c2cccs2)cc(C(F)(F)F)n1	0.49
Cc1ccc(CNC(=O)c2nc3c(nnn3CC3CCCO3)c(=O)[nH]2)cc1 (stereo not given)	0.61
Cc1cc(NC(=O)C(C)C)cc(-c2nc3ncccc3o2)c1O	-1.79
O=S(=O)(NCC1COc2ccccc2O1)c1ccccc1 (stereo not given)	2.45
Cc1nc(Nc2nc3ccccc3o2)nc(C)c1C	2.1
CCOC(=O)c1nnn(-c2nonc2N)c1COc1cccc(C)c1C	-1.36
COC(=O)/C=C1/OC(c2ccccc2)=CC1=O	-0.48
CSc1nc(Sc2ccc(C)cc2)c(C#N)c(Sc2ccc(C)cc2)n1	-0.63
Cc1cc(=O)n2[nH]c(-c3ccccc3)c(Br)c2n1	-1.2

# Next part.
SMILES	Dicer processing
Cn1cnc([N+](=O)[O-])c1Sc1ccccc1C(=O)O	-2
CC1=C(C(=O)OC(C)C)C(c2ccc(F)cc2)n2c(nc3ccccc32)N1 (stereo not given)	-0.55
COc1c(N2C[C@@H]3CCCN[C@@H]3C2)c(F)cc2c(=O)c(C(=O)O)cn(C3CC3)c12	0.05
COC(=O)c1ccccc1-c1ccccc1C(=O)OC	-0.38
CCOC(=O)N1CCN(c2cc(=O)n(C)c(=O)n2C)CC1	-0.35
COc1cccc(-c2nnc(SC)o2)c1	0.93
c1nc2c3c4c(sc3ncn2n1)CCC4	1.2
CCOC(=O)c1cc(-c2nc(C(=O)NN)cs2)c(C)nc1C(F)(F)F	-1.41
CN1C2CCC1CC(OC(=O)C(CO)c1ccccc1)C2 (stereo not given)	-0.47&0.64
CCOC(=O)c1nnn(-c2cc(Cl)cc(Cl)c2)c1Sc1ccccn1	1.4
COC(=O)C(C#N)(Cc1ccccc1)Cc1ccccc1	0.17
CN(C)CCNc1cnn(-c2ccccc2)c(=O)c1Cl	-0.99
Cc1cc(C)n(CCCO)c(=O)c1C#N	0.28
COc1cc(NC(=S)Nc2cc(C(F)(F)F)cc(C(F)(F)F)c2)c2ncccc2c1	-4.01
CC1=C(C(=O)OCC2CCCO2)C(c2ccc(OCc3ccccc3)cc2)C2=C(CCCC2=O)N1 (stereo not given)	0.06
COc1cc(N=C(N)N=C(N)N)cc(OC)c1	0.32
O=S(=O)(c1ccccc1)N(Cc1ccc(Cl)cc1)c1ncc(C(F)(F)F)cc1Cl	-0.6
C/C(=N\NC(=O)CC#N)c1ccccc1	2.01
Fc1ccc2c(c1)-c1oncc1CS2	-0.97
CCOC(=O)CSc1ccc2nnc(-c3ccccc3)n2n1	0.13

# Following part.
SMILES	Dicer processing
Cc1n[nH]c(C)c1Oc1ccc(Cl)cc1	-0.15
CC(=O)c1cnn(-c2ccccn2)c1C	-0.84
C=CCn1c(=S)sc2c(SCC(=O)Nc3nccs3)ncnc21	0.09
Cc1sc2ncnc(SCC(=O)Nc3sc4c(c3C#N)CCCC4)c2c1C	-1.11
CN(C)/C=C/C(=O)c1ccc(Br)s1	-0.94
CC(=O)[C@@]1(O)CC[C@H]2[C@@H]3CCC4=CC(=O)CC[C@]4(C)[C@H]3CC[C@@]21C	-4.81
O=S(=O)(/N=C(\NNC(=S)Nc1cccc(C(F)(F)F)c1)N1CCCC1)c1ccccc1	-1.24
Cc1ccc2cc(NC(=O)c3nccnc3C(=O)O)ccc2n1	-0.64
C=C(C)Cn1c(CO)nc2ccccc21	1.51
NC(N)=NC(=O)c1nc(Cl)c(N)nc1N	-0.28&0.63
Cc1cc(C)n2nc(-c3ccc(Cl)cc3)cc2n1	1.43
CC(C)CNc1nc(Oc2ccc(=O)n(-c3ccccc3)n2)nc(N2CCOCC2)n1	3.63*
O=C(CN1C(=O)c2ccccc2C1=O)Nc1cccc(-n2cccc2)c1	0.78
OC(c1ccccc1)c1ccccn1 (stereo not given)	1.22
COc1ccc(Cc2nc(-c3ccccc3)n[nH]c2=S)cc1	-2.51
Cc1ncc(S(=O)(=O)c2ccc(Cl)cc2)c(N)n1	-1.55
COc1cccc(C2/C(=C(\O)c3ccc(Br)cc3)C(=O)C(=O)N2CCCn2ccnc2)c1 (stereo not given)	-0.33
CCCc1cc(=O)c2c(=O)n(-c3ccccc3)[nH]c2[nH]1	-1.35
O=C(Nc1cccc2c(=O)cc(-c3nn[nH]n3)oc12)c1ccc(OCCCCc2ccccc2)cc1	1.27
CCC(=O)n1c(=O)n(C(=O)CC)c2ccccc21	-4.18

# (more compounds)
SMILES	Dicer processing
Cc1cc(Br)ccc1OCCCN1CCN(C)CC1	2.2
CCCCOc1cccc(C2c3c(oc4ccccc4c3=O)C(=O)N2c2ccccn2)c1 (stereo not given)	3.24*
CCN(CC)CC(O)Cn1ccc2ccccc21 (stereo not given)	-0.44
COc1ccc(Sc2ccccc2C(=O)O)c(C(=O)O)c1	-0.72
C=C1SC(Nc2cccc(Cl)c2C)=NC1(C)C	0.5
CSc1sc(C(=O)O)c(C)c1S(=O)(=O)c1ccc(Cl)cc1	-0.93
OC(Cn1cncn1)c1ccc(Cl)cc1Cl (stereo not given)	0.37
CCn1cc(CN(C)C(=O)c2cc3n(n2)C(C(F)(F)F)CC(c2ccco2)N3)c(C)n1 (stereo not given)	1.46
Cc1nnc(SCC(=O)c2c[nH]c3ccccc23)n1C1CCCCC1	1.11
COc1cc(NC(=O)C2CC(=O)NC3=C2C(=O)CC(C)(C)C3)c(OC)cc1Cl (stereo not given)	-1.13
Cc1nc2ccccc2n1-c1ccccc1	-1.51
O=C(C1CCN(c2nccc(C(F)(F)F)n2)CC1)N1C=CC(C(F)(F)F)=NCC1	0.61
C/C(=N\NC(=O)N/N=C(\C)c1ccc([N+](=O)[O-])cc1)c1ccc([N+](=O)[O-])cc1	-1.16
Cc1c2cnc3nn(-c4ccccc4)c(=O)c-3cc2c(C)n1C	0.4
CCOC(=O)c1nnn(-c2nonc2N)c1-c1ccccc1Cl	1.27
O=C1CC(S(=O)(=O)c2ccccc2)C(=O)N1c1cc(Cl)cc(Cl)c1 (stereo not given)	-0.04
Nc1nnc(Sc2c(-c3ccccc3)c3ccc(Cl)cc3[nH]c2=O)s1	-3.97
CC(C)(C)NC(=S)Nc1cccc(Cl)c1Cl	-0.55
O=C1CC(Nc2ccc(N3CCOCC3)cc2)C(=O)N1c1cccc(Cl)c1 (stereo not given)	1.32
COCCCNc1nc2c(c(=O)n(C)c(=O)n2C)n1Cc1cccc2ccccc12	-1.14

# Next section:
Structure	Dicer processing
COC(=O)C1C2C=CC3(CN(Cc4ccc(C)cc4)C(=O)C13)O2 (stereo not given)	1.07
c1ccc(-c2nc3ccccc3nc2-c2ccccn2)nc1	-1.19
CS(=O)(=O)n1nc(-c2ccco2)nc1SCc1ccccc1	2.25
COC(=O)c1c(C)[nH]c(C(=O)CSc2nc(C)nc3sc4c(c23)CCC4)c1C	-0.73
O=S(=O)(c1ccccc1)c1nc(NCc2ccccc2)sc1Cl	0.99
c1ccc(CN(Cc2ccccc2)c2ncnc3c2nnn3Cc2ccccc2)cc1	-1.64
CCc1c(O)nc(SCCN(CC)CC)[nH]c1=O	0
NC(=S)N/N=C/c1ncc(C(F)(F)F)cc1Sc1ccc(Cl)cc1	0.03
COc1ccc2ncc(-c3ccc(Cl)c(C)c3)nc2c1	-0.59
O=C(c1nc(-c2ccccc2)n(-c2ccccc2)n1)N1CCCCC1	-0.85

# Exported field by field: entries from further up
Compound: O=S(=O)(c1ccccc1)c1nc(NCc2ccccc2)sc1Cl
  Dicer processing: 0.99
Compound: CCc1c(O)nc(SCCN(CC)CC)[nH]c1=O
  Dicer processing: 0
Compound: c1ccc(-c2nc3ccccc3nc2-c2ccccn2)nc1
  Dicer processing: -1.19
Compound: c1ccc(CN(Cc2ccccc2)c2ncnc3c2nnn3Cc2ccccc2)cc1
  Dicer processing: -1.64

# The list goes on:
Structure	Dicer processing
CCOC(=O)c1csc(-c2sccc2Br)n1	-0.11
Cc1cc(C)n2nc(SCC#N)nc2n1	2.1
Cc1nc2sc3c(N4CCCC4)ncnc3c2c2c1COC(C)(C)C2	-0.27
C=CCc1c(CCC)nc(SC)[nH]c1=O	-0.56
CCN(CC)S(=O)(=O)c1ccc(-c2ccc(S(=O)(=O)N(CC)CC)s2)s1	0.3
O=c1[nH]cnc2sc(-c3ccccc3)cc12	-0.73
Cn1c(-c2ccc3c(c2)OCO3)cn2cc(-c3ccc(Br)cc3)nc12	-0.63
CN(C)/C=N/S(=O)(=O)c1cc(C(F)(F)F)cc(C(F)(F)F)c1	1.1
O=C(NNS(=O)(=O)c1ccccc1Cl)c1nn(-c2ccc(F)cc2)ccc1=O	-0.39
C=CCn1c(C(C)Oc2ccc(Cl)cc2Cl)n[nH]c1=S (stereo not given)	1.54

# (list continues)
Structure	Dicer processing
CCOC(=O)C(C(=O)C(F)(F)F)C(NC(N)=S)c1ccco1 (stereo not given)	-0.79
Cc1ccc2c(=O)cc(-c3ccccc3C(=O)O)oc2c1	2.12
CCOC(=O)Cn1cnc2sc3c(c2c1=O)CCC(C)C3 (stereo not given)	-1.24
COCCOC(=O)C1=C(C)NC2=C(C(=O)CCC2)C1c1ccc(F)c(F)c1 (stereo not given)	27.7
COC(=O)CSC1=C(C#N)C(c2ccccc2Cl)C(C(=O)OC)C(=O)N1 (stereo not given)	0.84
C=CCn1c(Sc2ncc(C#N)c(N)n2)nnc1-c1cccs1	-0.25
Cc1c(CCN2CCOCC2)c(N2CCOCC2)n2c(nc3ccccc32)c1C#N	-0.55
CCCCCCSC1=C(C#N)C(c2ccccc2C)C(C(=O)OC)C(=O)N1 (stereo not given)	-2.45
O/N=C1\CCCc2[nH]c3ccccc3c21	5.06*
Cc1ccc(C2=CC(c3ccc(N(C)C)cc3)n3nnnc3N2)cc1 (stereo not given)	10.9

# Next records follow:
Structure	Dicer processing
CC(C)(C)c1ccc(CNc2ccc([N+](=O)[O-])cn2)cc1	-1.5
Cc1ccc(N2C(=O)C3ON(c4ccccc4)C(c4ccncc4)C3C2=O)cc1C (stereo not given)	0.59
c1ccc(Sc2ncnc3c2sc2ncccc23)cc1	2.83
Cc1[nH]n(-c2ccccc2)c(=O)c1C(c1ccco1)c1c(C)[nH]n(-c2ccccc2)c1=O	-5.64
CC(=O)NC(Nc1ccc(C(F)(F)F)cc1)(C(F)(F)F)C(F)(F)F	-1.68
Cc1ccc(NC(=S)N(CCC#N)C2CCCCC2)cc1	1.26
COc1ccc2c(c1)CC(C1(O)C(=O)N(C)c3ccccc31)C2=O (stereo not given)	2.58
COc1ccccc1C1CC(=O)C2=C(C1)NC(C)=C(C(=O)OCCOC(C)C)C2c1ccsc1 (stereo not given)	-0.82
O=C1c2ccccc2C(=O)C1C1c2ccccc2Oc2ccccc21	-2.41
CCCCC(=O)N1CC2(C)CN(C(=O)CCCC)CC(C)(C1)C2=O	-2.48

# No new results follow: 5 of the compounds above.
Structure	Dicer processing
CC(C)(C)c1ccc(CNc2ccc([N+](=O)[O-])cn2)cc1	-1.5
Cc1ccc(N2C(=O)C3ON(c4ccccc4)C(c4ccncc4)C3C2=O)cc1C (stereo not given)	0.59
c1ccc(Sc2ncnc3c2sc2ncccc23)cc1	2.83
Cc1[nH]n(-c2ccccc2)c(=O)c1C(c1ccco1)c1c(C)[nH]n(-c2ccccc2)c1=O	-5.64
CC(=O)NC(Nc1ccc(C(F)(F)F)cc1)(C(F)(F)F)C(F)(F)F	-1.68

# Remaining list, next part:
Structure	Dicer processing
COc1cc(C2C(C(=O)OC(C)C)=C(C)N=C3SCCC(=O)N32)ccc1OCc1ccccc1 (stereo not given)	1.49
O=C1CCCc2c1cc(C(=O)NCCO)c(=O)n2-c1ccc(Cl)cc1	0.05
Cc1ccc(NC(=S)NN(C)C)cc1C	-1.55
CCCCCCCNC1CC(=O)N(c2ccc(Cl)cc2)C1=O (stereo not given)	-0.55
COc1cc(C2c3c(oc4ccccc4c3=O)C(=O)N2c2nnc(C)s2)ccc1OCCC(C)C (stereo not given)	-0.62
N#Cc1nc(COc2ccccc2F)oc1NCc1cccnc1	1.59
CCOC(=O)/C(C#N)=C/Nc1ccc2c(c1)CCN2C(C)=O	1.34
CC1(C)ONC(=O)N(c2ccccc2)C1=O	-0.7
COCCN1C(=O)c2oc3cc(C)c(C)cc3c(=O)c2C1c1ccc(C(=O)OC)cc1 (stereo not given)	-0.89
CC1(C)c2ccccc2N2CC(=O)NC21/C=C/c1ccc(N2CCOCC2)cc1 (stereo not given)	0.17

# The listing continues.
Structure	Dicer processing
Cc1onc(-c2ccccc2Cl)c1C(=O)Nc1ccccc1CC1c2ccccc2CCN1C (stereo not given)	-1.17
Cn1sc(=O)c2cc(S(=O)(=O)Oc3ccc(C(C)(C)C)cc3)ccc21	-0.36
COc1ccc(CCNC(=O)c2nc3ccccc3c(=O)n2NC(=O)Nc2c(Cl)cccc2Cl)cc1OC	0.02
CC(C)(C)OC(=O)N/N=C\c1cccc2ccccc12	-1.25
CCOC(=O)Cc1c(C)[nH]c(C(=O)OCC)c1CC(=O)OCC	-0.27
COCCOC(=O)C1=C(C)N=C2SCCC(=O)N2C1c1ccc(OCc2ccccc2)c(OC)c1 (stereo not given)	-0.17

# Three records picked at random from the list so far, as already listed:
Structure	Dicer processing
CCOC(=O)Cc1c(C)[nH]c(C(=O)OCC)c1CC(=O)OCC	-0.27
CC(C)(C)OC(=O)N/N=C\c1cccc2ccccc12	-1.25
COCCOC(=O)C1=C(C)N=C2SCCC(=O)N2C1c1ccc(OCc2ccccc2)c(OC)c1 (stereo not given)	-0.17
